PGC1a acetyl inh = lowers PGC1a acetylation signal in U2OS cells; inhibition, % at 15.6 µM; 0.17% of 350,000 active; AlphaScreen anti-acetyl-lysine; with virally co-expressed GCN5 acetyltransferase;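 active = every replicate shows inhibition of at least 40%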;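 note: 0% = neutral control wells and 100% = positive control wells; some results beyond the cut were filed as inactive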
GSIS activator = GLuc luminescence reporter in INS-1E cells, primary screen for activators of glucose-dependent secretion of insulin | INS-1E GLuc reporter insulin secretion, 2-3 h | activation, % at 16.6 µM | 0.61% of 370,000 active | AID 743287;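 active = lowest replicate activation of at least 40%, so every replicate reaches that level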;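 note: 0% = median of neutral control wells and 100% = median of IBMX positive control wells; some compounds called inactive have numbers as strong as hits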
PglD DTNB = PglD (C. jejuni) enzyme inhibition; purified PglD enzyme, DTNB colorimetric CoA detection; inhibition, % at 12.5 µM; 0.098% of 360,000 active; in the data active = inhibition above about 16%, passing the limit was not always enough; note: strong numbers were not always called active
Cneo AK release = causes C. neoformans cell lysis; lysis activity, % at 15 µM; adenylate kinase release luminescence, 4 h; normalised: neutral wells 0, clomiphene wells 100; 0.2% of 360,000 active;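 active = mean lysis activity across replicates of at least 80%, whatever share of replicates individually reach that level; inactive = mean lysis activity below 80%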
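Material – log-phase Cryptococcus neoformans yeast cells · Input – 5 × 10^6 yeast cells/mL · Medium – fresh YPD growth medium · Doses – single compound concentration per well · Timing – static 4 h at 37 °C with compound, 1 h detection · Detection – adenylate kinase release luminescence · Read-out – signal increase indicating cell lysis · Control set – Clomiphene as positive lysis control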
PAX8 inh HTS = PAX8 transcriptional activity inhibition; 1.2% of 360,000 active; inhibition, % at 12.6 µM; RMG-I TPO-luciferase reporter, SteadyGlo, 24 h;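 active = mean replicate inhibition at least 60% with every replicate also reaching 60%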;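 note: luciferase light reporting Pax8 driven TPO promoter activity; plate controls were median of neutral control wells for no effect and mitoxantrone controls for full effect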
ARNT-TACC3 inh = disruptors of human ARNT/TACC3 interaction. Q9Y6A5. AlphaScreen His-ARNT PAS-B/GST-TACC3 binding, luminescence; TACC3 fragment carries E629A point mutation. inhibition, % at 9.99 µM. 0.66% of 390,000 active;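 active = mean inhibition of replicates at least 50% and at least half of replicates each reaching 50%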;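 note: 0% = complete ARNT plus TACC3 wells and 100% = ARNT alone without TACC3; many hits fall short of the cut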
Statin myotox sup = protects C2C12 myotubes from simvastatin toxicity; ATP luminescence, 48 h; scaled: DMSO 0, geranylgeraniol control 100; rescue of ATP level, % at 7.49 µM; 0.78% of 330,000 active; AID 602340;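 active = mean ATP rescue above about 67%, or every replicate alone reaching that limit, limit read from the data, passing the limit was not always enough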;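 note: myotubes were challenged with 10 µM simvastatin during compound exposure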
LGR2 antag = Drosophila LGR2 receptor signaling inhibition; AID 720647; HEK293 LGR2, CRE-luciferase, bursicon-stimulated, 4 h; inhibition, % at 9.99 µM; 0.35% of 380,000 active;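 active = drop in luminescence signal, shown as inhibition above about 50% in the replicate tests, limit read from the data, passing the limit was not always enough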;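 note: agonist challenge used bursicon conditioned medium at about half maximal strength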
* marks the source's active call; other numbers are inactive results; nt = not tested or not shown.

#	smiles	PglD DTNB	LGR2 antag	GSIS activator	Cneo AK release	ARNT-TACC3 inh	PAX8 inh HTS	PGC1a acetyl inh	Statin myotox sup
1	CCCCN(C)C(=O)CNC(=O)c1nn(-c2ccc(OC)cc2OC)c(=O)c2ccccc12	3	-3	20	10	-5	-1	-1	2
2	CCCCC(=O)N(C)c1c(C)nc2ccc(C(=O)N3CCN(c4ccccc4)CC3)cn12	1	8	-5	1	nt	-1	nt	1
3	C[C@@H]1CCCCO[C@@H](CN(C)C(=O)Nc2cccc3ccccc23)[C@H](C)CN([C@H](C)CO)C(=O)c2cc(NS(=O)(=O)c3cccs3)ccc2O1	-2	20	2	0	-3	55	nt	108*
4	CCN(CC)CCn1c(=N)n(CC(=O)c2ccc(C)cc2)c2ccccc21	-1	-35	-21	3	1	24	-3	14
5	COC(=O)C1=C(N)Oc2cc(C)[nH]c(=O)c2C1c1ccc(Cl)cc1 (stereo unspecified)	nt	-2	-24	nt	-5	-3	5	nt
6	CC(=O)Nc1ccc(Nc2ncnc3c2cnn3-c2cccc(C)c2)cc1	-2	nt	nt	1	3	nt	6	1
7	COCCN(C(=O)COC(=O)CCc1ccc(OC)cc1)c1c(N)n(Cc2ccccc2)c(=O)[nH]c1=O	nt	-13	12	nt	0	5	nt	4
8	CC(C)OCCCNC(=O)c1ccc(NS(C)(=O)=O)cc1	-4	-2	-1	-1	8	nt	12	6
9	CCCNC(=O)N1CC2(C1)CN(S(C)(=O)=O)[C@H](CO)c1c2c2ccc(OC)cc2n1C	nt	9	2	nt	nt	-22	-4	nt
10	Cc1ccn2cc(C(=O)Nc3ccc4c(c3)OCCO4)nc2c1	1	nt	nt	-2	-8	nt	0	-18
11	O=C(C[C@H]1CC[C@@H]2[C@H](COC[C@H](O)CN2Cc2cccc(F)c2)O1)NCCc1ccncc1	2	23	0	1	-8	0	7	-2
12	O=C(NCc1ccc2c(c1)OCO2)C12CN(Cc3ccccc3)CC1C(c1cccc([N+](=O)[O-])c1)=NO2 (stereo unspecified)	-2	nt	nt	0	-10	6	-5	-1
13	Cc1noc(C)c1NC(=O)N(C)C[C@@H]1OCCCC[C@@H](C)Oc2ccc(NC(=O)NC(C)C)cc2C(=O)N([C@H](C)CO)C[C@H]1C	nt	-2	17	nt	nt	-39	12	nt
14	CN(/N=C/c1cc(Br)cc(Br)c1O)c1cccc(C(F)(F)F)n1	-1	-6	-6	0	-3	16	nt	16
15	Cc1ccc(C2=NOC(=O)/C2=C\c2ccc(C)o2)cc1	4	nt	nt	0	26	-3	-20	-5
16	C[C@H](CO)N1C[C@H](C)[C@H](CN(C)S(=O)(=O)c2ccc(F)cc2)Oc2c(NS(=O)(=O)c3cccs3)cccc2C1=O	-1	-6	1	-10	-6	-10	1	-8
17	O=C1CN(C(=O)CN2CCCC2)C(c2ccccc2)c2cc(Br)ccc2N1 (stereo unspecified)	2	nt	9	2	1	16	0	-4
18	O=C(Nc1ccc2c(c1)OCO2)c1cccc(Cl)c1	-5	nt	nt	0	1	nt	-18	-7
19	CCS(=O)(=O)N1Cc2cc(C(=O)N(C)C)nc(-c3cccc(-c4ccc(C#N)cc4)c3)c2[C@H]1CCO	nt	1	3	nt	nt	-18	-10	nt
20	COc1ccc2c(C)cc(N3CCOCC3)nc2c1	5	nt	nt	2	1	nt	-1	-2
21	CC(C)C(C(=O)Nc1nccs1)N1C(=O)c2ccccc2C1=O (stereo unspecified)	nt	-3	-9	nt	2	-9	-6	nt
22	COc1ccc(/C=C/C(=O)c2ccccc2)cc1COc1ccc(F)cc1	nt	24	-3	nt	1	nt	0	nt
23	CCn1ncc(Br)c1C(=O)Nc1ccc(F)cc1F	2	4	13	2	nt	nt	-12	-19
24	O=C(Nc1ccccc1NC(=O)c1ccc(F)cc1)c1ccc(F)cc1	6	6	2	2	-2	1	-12	7
25	O=C(C[C@H]1CC[C@H]2NC[C@H](O)COC[C@@H]2O1)Nc1ccccc1	3	-12	0	-2	9	-2	3	-5
26	CCCC(=O)Nc1ccc2c(c1)C(=O)N(C)C[C@@H](OC)[C@H](C)CN(C(=O)CC)[C@H](C)CO2	nt	11	9	nt	nt	nt	-4	-1
27	O=[N+]([O-])c1ccc(N/N=C2/CCCCC2c2ccccn2)cc1 (stereo unspecified)	nt	-16	3	nt	6	-18	nt	nt
28	O=C(O)CSc1nnc(Cn2c(=O)sc3ccccc32)n1-c1cccc(Cl)c1	8	nt	nt	-2	-3	nt	7	3
29	CCOc1ccc(NC(=O)CN(C)CC(=O)NC(C)c2ccccc2)cc1OCC (stereo unspecified)	-1	-5	3	0	-1	4	-7	8
30	O=C(O)c1ccc(S(=O)(=O)N(Cc2cccs2)CC2CCCO2)cc1 (stereo unspecified)	5	-7	5	6	-3	12	13	10

Looked up by structure from the entries so far, 3 records:
#	smiles	PglD DTNB	LGR2 antag	GSIS activator	Cneo AK release	ARNT-TACC3 inh	PAX8 inh HTS	PGC1a acetyl inh	Statin myotox sup
22	COc1ccc(/C=C/C(=O)c2ccccc2)cc1COc1ccc(F)cc1	nt	24	-3	nt	1	nt	0	nt
28	O=C(O)CSc1nnc(Cn2c(=O)sc3ccccc32)n1-c1cccc(Cl)c1	8	nt	nt	-2	-3	nt	7	3
3	C[C@@H]1CCCCO[C@@H](CN(C)C(=O)Nc2cccc3ccccc23)[C@H](C)CN([C@H](C)CO)C(=O)c2cc(NS(=O)(=O)c3cccs3)ccc2O1	-2	20	2	0	-3	55	nt	108*

The main list resumes, starting three compounds before the break.
#	smiles	PglD DTNB	LGR2 antag	GSIS activator	Cneo AK release	ARNT-TACC3 inh	PAX8 inh HTS	PGC1a acetyl inh	Statin myotox sup
28	O=C(O)CSc1nnc(Cn2c(=O)sc3ccccc32)n1-c1cccc(Cl)c1	8	nt	nt	-2	-3	nt	7	3
29	CCOc1ccc(NC(=O)CN(C)CC(=O)NC(C)c2ccccc2)cc1OCC (stereo unspecified)	-1	-5	3	0	-1	4	-7	8
30	O=C(O)c1ccc(S(=O)(=O)N(Cc2cccs2)CC2CCCO2)cc1 (stereo unspecified)	5	-7	5	6	-3	12	13	10
31	Cc1ccccc1NC(=O)CCC(=O)OCCCC(F)(F)C(F)(F)F	0	nt	nt	0	-2	nt	1	-1
32	Cc1ccc(SCC(=O)OCC(=O)NCCCc2ccccc2)cc1	nt	-6	0	nt	2	-7	nt	nt
33	O=C(CSc1ncnc2c1oc1ccccc12)Nc1ccc2c(c1)OCCO2	-3	nt	nt	-1	-7	nt	nt	2
34	O=C(C[C@H]1CC[C@@H]2[C@H](COC[C@@H](O)CN2Cc2ccccc2)O1)NCCCN1CCOCC1	2	10	13	-2	-15	-9	6	4
35	COc1cc(/C=C/C(=O)OCC(=O)N2CCc3ccccc3C2)ccc1O	6	11	22	0	-2	0	nt	nt
36	Cc1nc2ncnn2c(C)c1C/C=C/c1ccccc1	nt	21	6	nt	-5	20	1	nt
37	COc1cccc(Nc2nc(C(N)CO)cs2)n1 (stereo unspecified)	-2	-4	41*	0	nt	7	7	-1
38	CCOC(=O)C1(Cc2ccc(OC)cc2)CCN(C(=O)CC2CCC(=O)N2)CC1 (stereo unspecified)	nt	15	-1	nt	-2	-17	-2	nt
39	NC(=O)CSc1nnc(CNc2ccc(F)cc2)n1CC1CCCO1 (stereo unspecified)	-1	nt	12	1	-3	-8	0	-11
40	Cc1ccc(-c2csc3ncnc(-n4nnc5ccccc54)c23)cc1	4	0	-4	4	5	2	-3	-14
41	Cc1ccc(S(=O)(=O)NCc2ccc(C(=O)NCCN(Cc3ccccc3)C(C)C)cc2)cc1	-4	24	-9	2	3	19	-3	-16
42	COC(=O)C1=C(C(=O)OC)[C@@H]2N(Cc3ccccc3)c3ccccc3[C@@]23C[C@@H](C(=O)OC)N(C(=O)NC(C)(C)C)C3=N1	0	15	2	0	6	12	-16	nt
43	COc1ccc(C(=O)/C=C2\Sc3ccccc3N2C)cc1	nt	-22	2	nt	nt	-70	7	nt
44	CCOC(=O)c1nnn(-c2nonc2N)c1-c1ccc(F)cc1	2	nt	6	2	-3	-7	nt	-5
45	Cc1cc(Nc2cc(Cl)cc(Cl)c2)nc(N)n1	nt	-35	-5	nt	0	-25	-13	nt
46	O=C(CCN1C(=O)c2ccccc2S1(=O)=O)NCc1ccccc1	-7	-4	0	5	-3	nt	nt	4
47	CCSC1=C(C#N)C(CC(C)C)C2=C(CCCC2=O)N1 (stereo unspecified)	-7	7	-8	0	nt	-16	1	nt
48	C[C@H](O)C#Cc1cnc2c(c1)C(=O)N([C@H](C)CO)C[C@H](C)[C@H](CN(C)C(=O)Cc1ccccn1)O2	1	3	19	-2	13	nt	4	9
49	COc1cccc(CNC(=O)C[C@@H]2CC[C@@H](NS(=O)(=O)c3ccccc3OC)[C@H](CO)O2)c1	1	10	12	-2	nt	-6	2	-4
50	O=C(NC1=NCCS1)c1sc2cc(Cl)cc(Cl)c2c1Cl	-2	-3	-14	-1	-3	-19	nt	nt
51	NS(=O)(=O)c1cccc(NC(=O)C(Cc2ccccc2)NC(=O)c2ccccc2)c1 (stereo unspecified)	4	4	12	1	3	17	-1	2
52	C=CCNC(=O)[C@H]1[C@@H]2C(=O)O[C@@H](c3ccccc3)[C@@H](c3ccccc3)N2[C@@H](c2ccccc2OCCO)[C@]12C(=O)Nc1ccc(C#CCC(C(=O)OC)C(=O)OC)cc12	-1	nt	nt	7	32	nt	29	nt
53	C[C@H]1CN([C@@H](C)CO)S(=O)(=O)c2ccc(C#CC3CC3)cc2O[C@@H]1CN(C)C(=O)c1cccnc1	1	-18	5	1	22	nt	-8	-8
54	O=C(c1cc(Br)c(Br)s1)N1CCc2ccccc2C1	3	-29	-32	-3	-10	-47	4	14
55	O=C(CSc1nnc(-c2cccnc2)n1-c1ccccc1)NCc1ccc2c(c1)OCO2	3	nt	nt	1	-5	nt	1	9
56	C[C@@H]1CN([C@H](C)CO)C(=O)c2cc(NC(=O)NC3CCCCC3)ccc2O[C@H]1CN(C)S(=O)(=O)c1ccc(F)cc1	-1	35	13	-1	7	-10	3	-10
57	CC(C)OC(=O)CSc1nc(N)c(C#N)cc1C#N	nt	-54	32	nt	3	-8	4	nt
58	COc1ccc(-n2c(C)cc(C(=O)COc3ccc(C)nc3[N+](=O)[O-])c2C)cc1	nt	14	14	nt	-14	10	nt	nt
59	CCOC(=O)c1c(C)[nH]c(C(=O)COC(=O)CNC(=O)c2ccc(Cl)cc2)c1C	nt	8	-12	nt	-3	13	nt	nt
60	CN1C(=O)c2cc(NC(=O)C3CC3)ccc2OC[C@@H]2O[C@@H](CC(=O)NCc3cccc(F)c3)CC[C@H]21	4	11	-4	0	-15	14	2	5
61	O=C(Cc1ccc(NC(=O)C2CCN(C(=O)C3CC3)CC2)cc1)Nc1cccc(C(=O)N2CCCC2)c1	2	-18	-10	-2	-1	-5	nt	8
62	Cc1nc(SCC(=O)O)n[nH]1	nt	-10	-2	nt	4	8	-10	nt

Records 31 through 33, reprinted for reference:
#	smiles	PglD DTNB	LGR2 antag	GSIS activator	Cneo AK release	ARNT-TACC3 inh	PAX8 inh HTS	PGC1a acetyl inh	Statin myotox sup
31	Cc1ccccc1NC(=O)CCC(=O)OCCCC(F)(F)C(F)(F)F	0	nt	nt	0	-2	nt	1	-1
32	Cc1ccc(SCC(=O)OCC(=O)NCCCc2ccccc2)cc1	nt	-6	0	nt	2	-7	nt	nt
33	O=C(CSc1ncnc2c1oc1ccccc12)Nc1ccc2c(c1)OCCO2	-3	nt	nt	-1	-7	nt	nt	2
